Screening results: PubChem BioAssay, Southern Research Specialized Biocontainment Screening Center
RSV antiviral HEp-2: RSV antiviral activity via CPE protection, HEp-2 cells, primary 10 µM value included (AID 2391); HEp-2 cells, RSV-induced CPE inhibition; higher % means a stronger effect; CPE inhibition, % at 10 µM; hits with a dose series show IC50 in µM; 310,000 tested, 0.13% active; in the data active = a potency from the dose series; note: strong numbers were not always called active
Numbers without * were called inactive. A portion of the library (hit frequency here may not be typical).

nr	compound	RSV antiviral HEp-2
1	CC(C)(C)C(=O)Nc1ccc(S(=O)(=O)NC2=NCCCCC2)cc1	1.8%
2	Cc1cc(NC(=O)CSc2[nH]c(=O)cc(C(F)(F)F)c2C#N)no1	3.1%
3	CN1CCN(S(=O)(=O)c2cccc(C(=O)N3CCN(c4ccccc4F)CC3)c2)CC1	1.1%
4	O=C(c1cc(Cl)nc2ccccc12)N1CCN(Cc2ccc3c(c2)OCO3)CC1	1.5%
5	COc1cc(C(=O)NCC(=O)NCCCSc2ccccc2)cc(OC)c1OC	1.9%
6	CCC(C)c1ccccc1N1CC(C(=O)NCCCn2nc(C)cc2C)CC1=O (centres undefined)	1.0%
7	O=C(c1ccc(F)cc1)N1CCC(C(=O)N(Cc2ccccc2)c2ccccc2)CC1	2.2%
8	COc1ccc(C(=O)OCC(=O)N(C)C2CCS(=O)(=O)C2)cc1Br (centres undefined)	1.6%
9	O=C(O)CCC(=O)Nc1ccc(-c2csc(Nc3cccc4ccccc34)n2)cc1	2.4%
10	CC(Oc1cccnc1[N+](=O)[O-])C(=O)Nc1cccc(Cl)c1 (centres undefined)	0.7%
11	O=C(COC(=O)CNC(=O)c1ccccc1Cl)Nc1ccccc1Cl	-0.7%
12	Cc1ccc(S(=O)(=O)N2CCN(CC(=O)Nc3ccnn3C3CCCC3)CC2)cc1	0.1%
13	CCCn1c(C)cc(/C=C(\C#N)C(=O)OCC(=O)Nc2cccc(S(N)(=O)=O)c2)c1C	2.4%
14	CCN(CC(=O)Nc1c(F)cccc1F)C(=O)C1CC(=O)N(CCc2ccc(OC)c(OC)c2)C1 (centres undefined)	-0.5%
15	CCN(CC)C(=O)OCc1c(-c2ccccc2)ncc2ccccc12	3.4%
16	C[C@H](NC(=O)c1[nH]cnc1C(=O)Nc1ccc(Cl)cc1)c1ccccc1	-1.6%
17	COc1ccc(NS(=O)(=O)c2ccc(C)c(NC(=O)C3CCCO3)c2)cc1 (centres undefined)	0.3%
18	O=C(NC(=S)N1CCCC1)c1ccccc1F	-0.1%
19	COc1ccc([C@H]2CC(=O)C=C(c3ccc(F)nc3)C2)cc1OC	0.4%
20	CC(Sc1nnnn1C1CC1)C(=O)N1CC(=O)Nc2ccccc21 (centres undefined)	0.9%
21	CC1Cc2ccccc2N1CC(=O)Nc1ccc2c(c1)OCCCO2 (centres undefined)	1.4%
22	CC1CC(=O)Nc2ccccc2N1C(=O)CSc1ncnc2sccc12 (centres undefined)	0.7%
23	CCN1CCN(S(=O)(=O)c2ccc(Cl)c(C(=O)NC3CCC(C)CC3)c2)CC1 (centres undefined)	1.7%
24	O=C(CN1C(=O)NC2(CCCCC2)C1=O)Nc1ccccc1N1CCCCC1	0.8%
25	C/C(=N\NC(=O)c1cccc(S(=O)(=O)N2CCOCC2)c1)c1ccc(O)cc1	0.7%
26	COc1ccccc1-n1cnnc1SC(C)C(=O)NCC1CCCO1 (centres undefined)	2.1%
27	O=C(COc1ccc(Cl)cc1)OCC(=O)c1ccc[nH]1	0.8%
28	Cc1cc(-n2c(C)cc(C(=O)COc3cc(F)ccc3[N+](=O)[O-])c2C)no1	0.5%
29	CCCn1c(N)c(N(CCOC)C(=O)CSc2ccccc2)c(=O)[nH]c1=O	1.1%
30	O=C(O)/C(=C\c1cccc(C(F)(F)F)c1)c1ccc(S(=O)(=O)N2CCCC2)s1	1.9%
31	COc1ccc(C)cc1NC(C)C(=O)NC(=O)NC1CCCCC1 (centres undefined)	-0.1%
32	CCC(C(=O)OCC(=O)N1CCN(S(=O)(=O)c2ccc(C)cc2C)CC1)c1ccccc1 (centres undefined)	2.1%
33	COc1ccccc1/C=C/C(=O)Nc1cccc(S(=O)(=O)N2CCOCC2)c1	4.8%
34	CC(OC(=O)c1ccc2c(=O)n3c(nc2c1)CCC3)C(=O)Nc1ccc(C(N)=O)cc1 (centres undefined)	1.1%
35	CC(C)OC(=O)c1c(N)sc2c1CCCC2	0.0%
36	CSCCC(NC(=O)c1ccco1)C(=O)NCCc1ccc(F)cc1 (centres undefined)	0.5%
37	Cc1cc(C(=O)COC(=O)/C=C/c2ccc(F)cc2)c(C)n1C	1.0%
38	CC(C)n1ncc2c(C(=O)N3CCN(Cc4ccc(Br)s4)CC3)cc(C3CC3)nc21	1.4%
39	CC(C)(OC(=O)c1ccc(F)cc1)c1cc2ccccc2c(=O)o1	1.9%
40	O=C(COC(=O)c1ccc(O)cc1O)NNC(=O)c1cccs1	0.3%
41	O=C(COC(=O)CNC(=O)c1ccccc1F)Nc1ccc2c(c1)OCO2	0.7%
42	CCOc1ccc(S(=O)(=O)N2CCC(C(=O)NCc3ccccc3CN3CCCC3)CC2)cc1	-0.7%
43	CC1CN(C(=O)COC(=O)/C=C/c2ccc(C(F)(F)F)cc2)CC(C)O1 (centres undefined)	0.9%
44	CC(Sc1nc(N)cc(=O)[nH]1)C(=O)NNC(=O)c1cccc(Cl)c1 (centres undefined)	-0.6%
45	COc1cccc(-c2c(-c3cc(OC)cc(OC)c3)n(C)c3ccc(-c4ccc5[nH]ccc5c4)cc23)c1	11%
46	Cc1ccc(CN(C)C(=O)CN2C(=O)NC(c3ccccc3)(c3ccccc3)C2=O)c(C)c1	15%
47	O=C(C1=COCCO1)N1CCN(S(=O)(=O)c2cccc(Br)c2)CC1	-0.4%
48	CCCCN(C(=O)C1CCC1)c1c(N)n(Cc2ccccc2)c(=O)[nH]c1=O	-0.3%
49	CC(C)(C)OC(=O)N[C@@H](C(=O)OC(C)(C)C)c1ccccc1	1.1%
50	O=C(CSc1nc2ccccc2c(=O)n1-c1ccc(OC(F)F)cc1)NC1CC1	4.4%
51	CCN(CC(=O)NCc1cccs1)CC(=O)Nc1c(Cl)ccc(C)c1Cl	0.8%
52	CCN(CC1COc2ccccc2O1)C(=O)CN1C(=O)NC(C)(c2ccccc2)C1=O (centres undefined)	0.9%
53	Cc1cc(C(=O)COC(=O)Cc2ccc(Br)cc2)c(C)n1C	1.4%
54	O=C(CCC(=O)c1cccs1)NNC(=O)c1ccc(Cl)cc1	1.8%
55	Cc1nn(Cc2ccccc2)c(C)c1CNC(=O)[C@H](C)N=C1NS(=O)(=O)c2ccccc21	-0.1%
56	COc1cc(CCC(=O)Nc2ccc(S(=O)(=O)N3CCOCC3)cc2)cc(OC)c1OC	-0.2%
57	COCCN(C(=O)C1=COCCO1)c1c(N)n(CC(C)C)c(=O)[nH]c1=O	0.8%
58	CCOc1ccc(OCCNC(=O)C(NC(=O)c2c(F)cccc2F)C(C)C)cc1 (centres undefined)	0.6%
59	Cc1ccc(Sc2ccc(NC(=O)CCN3C(=O)NC4(CCCC4)C3=O)cc2)c(C)c1	-0.4%
60	O=C(Nc1ccc2nc3n(c(=O)c2c1)CCCC3)c1cncc(Br)c1	5.3%

Values by screen from the entries so far.
RSV antiviral HEp-2, entries 35 to 39, in order: 0.0%, 0.5%, 1.0%, 1.4%, 1.9%

The listing picks up, starting 3 compounds before the break.
nr	compound	RSV antiviral HEp-2
58	CCOc1ccc(OCCNC(=O)C(NC(=O)c2c(F)cccc2F)C(C)C)cc1 (centres undefined)	0.6%
59	Cc1ccc(Sc2ccc(NC(=O)CCN3C(=O)NC4(CCCC4)C3=O)cc2)c(C)c1	-0.4%
60	O=C(Nc1ccc2nc3n(c(=O)c2c1)CCCC3)c1cncc(Br)c1	5.3%
61	Cn1c(SCC(=O)Nc2nccs2)nnc1-c1cccnc1	-0.8%
62	Cc1ccc(S(=O)(=O)N2CCCN(C(C)c3nc4ccccc4c(=O)[nH]3)CC2)cc1 (centres undefined)	3.8%
63	CCN(CC)S(=O)(=O)c1ccc(NC(=O)c2ccc(OCC3CCCO3)cc2)cc1 (centres undefined)	2.4%
64	COc1ccc(CNC(=O)COC(=O)CN2C(=O)NC3(CCCC3)C2=O)cc1	0.1%
65	CCOc1ccc(NC(=O)C2CC(=O)N(Cc3ccco3)C2)cc1 (centres undefined)	0.9%
66	O=C(CCC1CCCC1)N1CCN(S(=O)(=O)c2ccc(Br)cc2)CC1	0.5%
67	Cc1cccnc1NC(=O)CSc1ccc2c(c1)OCCO2	0.3%
68	Cc1ccc(CONC(=O)c2cccc(C)c2)cc1	0.3%
69	O=C(Cn1cc([N+](=O)[O-])ccc1=O)NC1CCCCC1	0.2%
70	Cc1ccc(C)c(OCC(=O)NCC2COc3ccccc3O2)c1 (centres undefined)	1.9%
71	Cn1c(N)c(C(=O)CSc2nn(-c3ccc(F)cc3)c(=S)s2)c(=O)n(C)c1=O	4.6%
72	O=C(COC(=O)c1n[nH]c2ccccc12)NCCc1ccc(Cl)cc1	0.3%
73	N#CCCN(C(=O)COC(=O)COc1ccccc1Cc1ccccc1)c1ccccc1	0.8%
74	CC(=O)c1cccc(NC(=O)C(C)OC(=O)c2ccc3ncsc3c2)c1 (centres undefined)	1.4%
75	CC(C(=O)Nc1cc(C(F)(F)F)ccc1N1CCOCC1)N1C(=O)C2CCCCC2C1=O (centres undefined)	1.6%
76	Cc1cc(C(=O)N2CCN(S(=O)(=O)c3ccc(F)c(Cl)c3)CC2)c(C)o1	0.1%
77	NC(=O)c1ccsc1NC(=O)CN1C(=O)NC2(CCCCC2)C1=O	0.4%
78	CCc1ccc(S(=O)(=O)NCC2(N3CCOCC3)CCCCC2)cc1	1.9%
79	CCN1CCN(c2ccc(NC(=O)c3cc(S(=O)(=O)N4CCCC4)ccc3Cl)cc2)CC1	-1.3%
80	O=C(COC(=O)CNC(=O)C1CCCCC1)NCc1ccccc1	0.3%
81	Cc1ccc(S(=O)(=O)N2CCn3cccc3C2C)cc1 (centres undefined)	0.6%
82	O=C(COC(=O)c1ccccc1O)NCC1COc2ccccc2O1 (centres undefined)	0.7%
83	CSCCC(NC(=O)c1ccccc1)C(=O)Nc1ccncc1 (centres undefined)	-0.1%
84	CN(CC(=O)Nc1cccc(F)c1)CC(=O)Nc1cccc(S(=O)(=O)N2CCCCC2)c1	0.0%
85	Cc1cccc(N(Cc2ccccc2)C(=O)c2ccc(C)c(S(=O)(=O)N3CCOCC3)c2)c1	1.1%
86	O=C(COC(=O)c1nc(Cl)c(Cl)c(Cl)c1Cl)NCc1ccccc1	2.7%
87	CC1(C)CC(=O)C=C(c2ccc(F)nc2)C1	0.3%
88	CCN(CC(=O)NCc1cccs1)S(=O)(=O)c1cccc(Br)c1	2.7%
89	Cc1onc(-c2ccccc2)c1C(=O)N(CC(C)C)c1c(N)n(CC(C)C)c(=O)[nH]c1=O	1.8%
90	Cc1ccc(/C=C/C(=O)OCC(=O)NC(=O)NCc2ccccc2)cc1	0.4%

A portion taken from the entries so far, as a working copy:
nr	compound	RSV antiviral HEp-2
82	O=C(COC(=O)c1ccccc1O)NCC1COc2ccccc2O1 (centres undefined)	0.7%
83	CSCCC(NC(=O)c1ccccc1)C(=O)Nc1ccncc1 (centres undefined)	-0.1%
84	CN(CC(=O)Nc1cccc(F)c1)CC(=O)Nc1cccc(S(=O)(=O)N2CCCCC2)c1	0.0%
85	Cc1cccc(N(Cc2ccccc2)C(=O)c2ccc(C)c(S(=O)(=O)N3CCOCC3)c2)c1	1.1%
86	O=C(COC(=O)c1nc(Cl)c(Cl)c(Cl)c1Cl)NCc1ccccc1	2.7%
87	CC1(C)CC(=O)C=C(c2ccc(F)nc2)C1	0.3%
88	CCN(CC(=O)NCc1cccs1)S(=O)(=O)c1cccc(Br)c1	2.7%

Next section
nr	compound	RSV antiviral HEp-2
91	Cc1nc(NC(=O)COC(=O)C(C)NC(=O)c2ccccc2)c(Cl)cc1Cl (centres undefined)	1.6%
92	O=C1CN(C(=O)COC(=O)c2cccs2)c2ccccc2N1	2.0%
93	O=C(COC(=O)/C=C/c1cccc(Cl)c1)NC1CC1	0.7%
94	CC1CCC(NC(=O)c2cc(Cl)nc3ccccc23)CC1 (centres undefined)	-0.2%
95	COc1cccc(C(=O)OCC(=O)c2c[nH]c3ccccc23)c1OC	0.8%
96	Cc1cc(C)n2nc(SCC(=O)Nc3ccccc3F)nc2n1	0.5%
97	CC1CCCN(C(=O)CSc2nnc3ccccn23)C1 (centres undefined)	0.6%
98	CCCN(C(=O)c1cccs1)c1c(N)n(Cc2ccccc2)c(=O)[nH]c1=O	-0.1%
99	CC(Sc1nnc(-c2ccccc2F)n1C)C(=O)NC1CCCCC1 (centres undefined)	-1.0%
100	CN1CCC(N(C)C(=O)c2cccc(S(=O)(=O)N3CCOCC3)c2)CC1	1.8%
101	CN(CC(=O)Nc1ccc(F)cc1)CC(=O)N1CCCC1	-0.6%
102	COc1ccccc1N1CC(C(=O)NCCC2=CCCCC2)CC1=O (centres undefined)	0.4%
103	Cc1cc(C(=O)Nc2ccc(Br)cn2)sc1C	1.2%
104	COc1ccc(S(=O)(=O)N2CCN(C(=O)c3cc4c(s3)CCCC4)CC2)cc1	7.5%
105	CC(Oc1ccccc1)C(=O)NC1CCSc2ccccc21 (centres undefined)	0.8%
106	Cc1ccc(SCC(=O)NC2CCS(=O)(=O)C2)cc1C (centres undefined)	2.6%
107	CC1(C)CC2CC(C)(CN2S(=O)(=O)c2cccc(C(=O)O)c2)C1 (centres undefined)	0.9%
108	Cc1ccc(S(=O)(=O)N(C)c2ccc(C(=O)NCC(c3ccco3)N(C)C)cc2)cc1 (centres undefined)	-0.6%
109	CN(C(=O)COc1cccc(C#N)c1)C1CCS(=O)(=O)C1 (centres undefined)	0.8%
110	O=C(Nc1ccc(S(=O)(=O)N2CCCC2)cc1)c1cncc(Br)c1	1.4%
111	O=C(COC(=O)C1CC1)Nc1ccc(Cl)cc1Cl	-0.2%
112	CCOC(=O)C1CCCN(C(=O)c2ccc(S(=O)(=O)Nc3ccccc3OC)cc2)C1 (centres undefined)	0.6%
113	CC(=O)Nc1sc(C)c(C)c1C(=O)OCC(=O)Nc1ccccc1	9.6%
114	O=C(OCC(=O)c1ccc[nH]1)c1ccc(Br)cc1	2.3%
115	COCCN(CCOC)C(=O)CSc1ccc(S(=O)(=O)N2CCN(C)CC2)cn1	0.9%
116	O=C(CN1C(=O)C2CCCCC2C1=O)Nc1cc([N+](=O)[O-])ccc1F (centres undefined)	-0.7%
117	CCCOc1ccc(NC(=O)CC2C(=O)Nc3ccccc3N2CC(=O)N2CCCC2)cc1 (centres undefined)	0.6%
